Assay outcomes (PubChem)
FLuc counter – inhibits or activates purified firefly luciferase, miR-21 counter-screen | purified FLuc, Km substrates, luminescence inhibition | P08659 | hit rate 6.9% among 360,000 | Potency, µM (titrated, usually from 57.5 µM), for the others: top-dose activity change, negative = inhibition, hits mostly inhibitors;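 also: plate controls were vehicle for no effect and reference inhibitor for full effect; nearly all actives have a fitted effect of over 55% in size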
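Purified P. pyralis luciferase (10nM final) with 10uM D-luciferin and 10uM ATP (Km levels) in 50mM Tris acetate pH 7.5, 10mM Mg acetate, 0.01% Tween-20, 0.05% BSA; qHTS 6-point titration, ~60 µM downward; luminescence read.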
NPC1 prom act – NPC1 promoter activation | Huh7 NPC1 promoter luciferase reporter, 24 h | Potency, µM (top dose mostly 9.22 µM), for inactives: at the highest dose activation, actives largely listed as activators | hit rate 2.4% among 320,000 | AID 485313;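 also: % of control where 0% means no effect; nearly all actives have a fitted effect of over 60% in size; reporter is driven by a mutant NPC1 promoter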
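Luciferase expression driven by the NPC1 promoter was measured in stably transfected Huh7 cells after a 24 h compound incubation, using a luciferase reagent and a luminescence read.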
Gal4-VP16 FLuc – Gal4-VP16 reporter inhibition counter-screen | hit rate 3.5% among 310,000 | Potency, µM (series often up to 53.6 µM), for the others: at the highest dose activity, negative = inhibition, hits mostly inhibitors | AID 2546 | Drosophila S2 Gal4-VP16 UAS-luciferase, luminescence, 20 h;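 also: Gal4-VP16 expression switched on by copper sulfate through the metallothionein promoter; % is scaled to controls: 0 for no effect and ±100 for the full control effect; nearly all actives have a fitted effect of over 50% in size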
CXXC DNA block – MLL CXXC-DNA interaction inhibition; hit rate 0.037% among 290,000; Q03164; Potency, µM (titrated, usually from 115 µM), for the others: at the top dose activity change, negative = inhibition, actives largely listed as inhibitors; MLL-CXXC / FITC-HOXA9 DNA fluorescence polarization; AID 2662; active = well fitted inhibition curve with a large enough effect in the polarisation, with a control signal flat, not every such curve was filed as active; inconclusive = small, poorly fitted or top-dose-only effect, or effect the other way, or a change in a side signal; inactive = no such curve, though single readings can be large or run the other way; the % refers to the polarisation
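Steps: dispense CXXC domain solution (7 uM) → pin compounds or unlabeled HOX-A9 DNA control → 5 min ambient → add FLSN-HOX-A9 solution (50 nM) → spin → 30 min ambient → fluorescence polarization. Tris pH 7.5/NaCl/DTT/BSA buffer.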
uPA generation – blocks generation of uPA at the cell surface; Potency, µM (titrated, usually from 38.3 µM), inactives show at the highest dose activity change, negative = inhibition, hits mostly inhibitors; hit rate 0.31% among 330,000; cell surface uPA generation assay, qHTS; active = well fitted inhibition curve with a large enough effect; inconclusive = small, poorly fitted or top-dose-only effect; inactive = no such curve, though single readings can be large or run the other way; tested in mouse RAW 264.7 cells; also: % is scaled to controls: 0 for no effect and ±100 for the full control effect; nearly all actives have a fitted effect of over 55% in size
ELG1 genotoxic – inducers of genotoxicity in HEK293T ELG1-luciferase cells. hit rate 1.3% among 330,000. AID 504466. HEK293T ELG1-luciferase reporter, luminescence, 16 h. Potency, µM (top dose mostly 46 µM), without a hit: at the top dose activity change, positive = activation, usual class: activators; also: % of control where 0% means no effect; nearly all actives have a fitted effect of over 60% in size
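DMSO vehicle served as control against compound-treated ELG1-luciferase HEK293T cells; exposure lasted 16 hr at 37 °C and 5% CO2, followed by ONE-Glo luminescence detection after 30 min.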
RORg inh – ROR gamma (mouse) transcription inhibition. hit rate 5.4% among 310,000. Drosophila S2 Gal4-RORgamma UAS-luciferase reporter, 20 h. AID 2551. P51450. Potency, µM (top dose mostly 53.6 µM), for inactives: top-dose activity change, negative = inhibition, actives largely listed as inhibitors; also: % is scaled to controls: 0 for no effect and ±100 for the full control effect; nearly all actives have a fitted effect of over 60% in size
Target sequence (P51450 whole entry, looked up, the tested form may be a part): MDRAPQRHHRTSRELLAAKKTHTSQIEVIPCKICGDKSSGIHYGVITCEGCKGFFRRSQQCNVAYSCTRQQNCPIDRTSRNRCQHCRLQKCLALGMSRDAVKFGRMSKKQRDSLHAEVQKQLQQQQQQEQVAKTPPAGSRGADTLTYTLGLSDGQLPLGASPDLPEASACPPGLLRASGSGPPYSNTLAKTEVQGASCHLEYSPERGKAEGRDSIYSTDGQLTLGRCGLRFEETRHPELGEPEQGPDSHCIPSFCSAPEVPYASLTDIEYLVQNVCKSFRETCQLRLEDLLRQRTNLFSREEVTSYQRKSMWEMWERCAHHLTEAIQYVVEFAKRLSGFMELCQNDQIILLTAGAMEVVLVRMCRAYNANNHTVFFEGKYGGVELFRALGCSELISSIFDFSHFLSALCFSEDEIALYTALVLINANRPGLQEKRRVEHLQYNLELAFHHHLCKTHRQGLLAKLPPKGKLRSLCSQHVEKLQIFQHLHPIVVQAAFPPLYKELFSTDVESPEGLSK
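Luminescence from a UAS-regulated Photinus luciferase reporter in stably transfected Drosophila Schneider cells is measured; decreased signal marks ROR gamma inhibition. Fusion expression is induced by 700 uM copper sulfate for 20 hr.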
BRCA1 expr up – BRCA1 expression activation; MCF7-BRCA1-FFLuc reporter, luminescence, 48 h; response scale: scaled: vehicle 0%, 10 µM genistein 100%; Potency, µM (series often up to 46.1 µM), for inactives: at the highest dose activation, most hits filed as activators; hit rate 1.1% among 380,000; also: nearly all actives have a fitted effect of over 80% in size; some results filed as inactive show a strong effect at the top dose
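Compounds are tested at multiple concentrations on MCF7 BRCA1-luciferase reporter cells seeded at 2000 per well; after 48 h, a single luminescence end-point is taken and curves fitted to the normalized data.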
MBNL1-CUG inh – MBNL1-poly(CUG) RNA binding inhibition; TR-FRET MBNL1-His/biotin-(CUG)12 binding, 665/545 ratio; Potency, µM (highest dose often 57.5 µM), for the others: at the top dose activity change, negative = inhibition, hits mostly inhibitors; hit rate 0.036% among 280,000; active = well fitted inhibition curve with a large enough effect in the signal ratio, with a control signal flat, not every such curve was filed as active; inconclusive = small, poorly fitted or top-dose-only effect, or effect the other way, or a change in a side signal; inactive = no such curve, though single readings can be large or run the other way; the % refers to the signal ratio; also: % is scaled to controls: 0 for no effect and ±100 for the full control effect
Target sequence (Q9NR56 whole entry, looked up): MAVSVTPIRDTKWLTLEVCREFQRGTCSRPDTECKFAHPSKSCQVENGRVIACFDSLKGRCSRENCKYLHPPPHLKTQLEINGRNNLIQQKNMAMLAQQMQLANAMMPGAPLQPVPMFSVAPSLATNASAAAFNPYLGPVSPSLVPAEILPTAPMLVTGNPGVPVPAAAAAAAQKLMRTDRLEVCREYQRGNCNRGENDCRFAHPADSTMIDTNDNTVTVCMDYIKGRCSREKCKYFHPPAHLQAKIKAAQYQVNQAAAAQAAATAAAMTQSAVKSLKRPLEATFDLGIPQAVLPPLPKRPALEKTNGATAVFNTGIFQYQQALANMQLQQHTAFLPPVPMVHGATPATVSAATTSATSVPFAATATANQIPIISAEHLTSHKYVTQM
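Compound titration spanned 92 nM–58 uM against the MBNL1-His/biotin-(CUG)12 complex. After 60 min at room temperature with 5 nM streptavidin-XL665 and 0.055 ng/ul terbium anti-His, ratiometric 665/545 nm emission (Ex 340 nm) normalized to controls.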
Rab9 prom act – activates the Rab9 promoter; Huh7 Rab9 promoter-luciferase reporter, luminescence, 24 h; Potency, µM (highest dose often 9.22 µM), for the others: at the top dose activation, negative = inhibition, most hits filed as activators; hit rate 2.8% among 320,000; AID 485297; also: % of control where 0% means no effect; nearly all actives have a fitted effect of over 60% in size
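Promoter activation is measured as luciferase luminescence in Huh7 cells stably transfected with a Rab9 promoter–luciferase construct, following 24 h compound exposure at 37 °C and 10 min reagent incubation at ambient temperature.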
p53 reactivation – mutant p53 re-activation in reporter cells | H1299 p53-A138V BP100-luciferase reporter, luminescence, 24 h | AID 504706 | hit rate 0.063% among 320,000 | Potency, µM (series often up to 92.2 µM), inactives show top-dose activity change, positive = activation, most hits filed as activators; also: % of control where 0% means no effect; nearly all actives have a fitted effect of over 45% in size
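p53-null H1299 cells stably carrying temperature-sensitive p53-A138V and a BP100-luciferase reporter were pinned with compounds (4-point, 1:5 series) and held 24 hrs at 37 deg C. Luminescence was read 10 min after detection reagent.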
Starred values were filed as active, the others as inactive; u = inconclusive; x = no result given; & = joins results of further samples; [ ] = remark or other dose. Unless noted, calls follow the shape of the dose curve; as a rule, active = well fitted curve in the direction sought with a large enough effect; inconclusive = small, poorly fitted or top-dose-only effect, or another doubt; inactive = no such curve, though single readings can be large; an effect the other way counts as inactive or inconclusive. Potency is read from the fitted curve at half-maximal effect.

Below each SMILES: p53 reactivation	Gal4-VP16 FLuc	FLuc counter	Rab9 prom act	CXXC DNA block	NPC1 prom act	ELG1 genotoxic	MBNL1-CUG inh	RORg inh	BRCA1 expr up	uPA generation
> CC(C(=O)Nc1ccncc1)(c1ccccc1)c1ccccc1
→ -2%	-2%	2%	-3%	5%	-3%	-2%	1%	-8%	-1%	4%
> O=C(c1ccc(-c2cc(Cl)ccc2Cl)o1)N1CCOCC1
→ 3%	-3%	u	26%	-1%	3%	18%	10%	-1%	61%	-1%
> Cc1ccc(S(=O)(=O)N2CCN(C(=O)COC(=O)CSc3ccc(C)c(C)c3)CC2)c(C)c1
→ -1%	x	-1%	-1%	x	1%	1%	x	x	-7%	-5%
> CCOC(=O)C1(C)NC(c2ccccc2F)C2C(=O)N(CC)C(=O)C21 (stereo not given)
→ 9%	3%	1%	2%	-6%	-1%	-1%	9%	-5%	-1%	5%
> Cc1cccc(NC(=O)CN2CCN(C(=O)C3CCCO3)CC2)c1C (stereo not given)
→ 13%	-1%	1%	-2%	17%	2%	2%	3%	-36%	-4%	-6%
> COc1cc(C(C(=O)NCc2ccccc2)N(Cc2ccco2)C(=O)c2cnccn2)cc(OC)c1OC (stereo not given)
→ 3%	-17%	-3%	-1%	-2%	4%	-1%	x	34%	10%	6%
> COC(=O)c1c(C)oc(C)c1S(=O)(=O)NC(c1ccccc1)c1ccccc1
→ -2%	5%	-1%	-4%	-3%	1%	-5%	-5%	1%	-29%	-3%
> CCCOc1ccc(C(O)(CCN2CCCCC2)c2ccccc2OC)cc1 (stereo not given)
→ 1%	-3%	7%	0%	6%	1%	-10%	-9%	6%	-34%	-24%
> COc1cc(/C=N/NC(=O)c2cncc(Br)c2)ccc1OC(=O)c1ccc2c(c1)OCO2
→ -1%	-5%	0%	x	40%[activator]	1%	7%	15%	u	x	x
> N#Cc1cc2c(nc1SC1CCCCC1O)CCCC2 (stereo not given)
→ 2%	17%	0%	-2%	15%	1%	4%	-7%	4%	1%	-4%
> Cc1cc2oc(=O)cc(CN3CCN(S(=O)(=O)c4cccs4)CC3)c2cc1C
→ -10%	1%	3%	1%	6%	0%	-8%	x	-4%	-37%	1%
> CC1CCCC(NC(=O)COC(=O)c2cccc(S(=O)(=O)N3CCCCC3)c2)C1C (stereo not given)
→ 0%	x	3%	-1%	x	-2%	-1%	x	x	10%	-23%
> CCn1c(N)nc2c1c(=O)n(C)c(=O)n2C
→ 4%	15%	7%	1%	-1%	0%	6%	-7%	-19%	-9%	-7%
> COc1ccc(N(CC(=O)NCc2ccccn2)S(=O)(=O)c2ccccc2[N+](=O)[O-])c(OC)c1
→ 1%	-2%	-2%	-1%	-16%	-13%	-2%	6%	9%	0%	-3%
> CCc1noc(C)c1C(=O)OCC(=O)N(CC)c1c(N)n(Cc2ccccc2)c(=O)[nH]c1=O
→ -3%	x	-3%	2%	x	1%	1%	x	x	0%	-18%
> COc1ccc(-n2nnnc2CNC(=O)C(=O)c2c[nH]c3ccccc23)cc1
→ -6%	x	-2%	1%	x	-1%	2%	x	x	-15%	4%
> CCN1CCN(C(c2ccccc2OC)c2nnnn2C2CCCCC2)CC1 (stereo not given)
→ -2%	0%	2%	-6%	2%	-3%	2%	-2%	22%	-22%	6%
> COc1cccc(C(=O)NCCS(=O)(=O)NCc2ccc(Cl)cc2)c1
→ 0%	x	7%	3%	x	4%	-5%	x	x	-4%	18%
> CCn1c(CSCc2ccc(C)cc2)nnc1SCC(=O)NCc1ccccc1
→ -3%	-4%	3%	-2%	-5%	-2%	1%	-7%	-7%	0%	3%
> Cc1ccc2c(c1)c(N=NC(N)=O)c(O)n2C
→ -4%	6%	-3%	-5%	1%	-1%	-1%	u	-23%	-5%	4%
> CCC(=O)N1CCC2(CC1)Oc1ccc(Cl)cc1C(=O)C21CC(c2ccccc2)=NO1 (stereo not given)
→ -6%	0%	-2%	-9%	-3%	-5%	-3%	0%	14%	-26%	9%
> CC(C)C(=O)N1CCN(c2ccc([N+](=O)[O-])cc2Cl)CC1
→ 3%	-2%	0%	-4%	11%	0%	-1%	u	u	2%	4%
> O=C(CSc1n[nH]c(=O)[nH]c1=O)Nc1ccc(C(=O)O)cc1
→ 2%	-6%	1%	-11%	-4%	0%	-1%	-5%	-11%	30%	-8%
> COc1ccc(CN(CC(=O)NCc2ccco2)C(=O)CCC(=O)Nc2ccccn2)cc1
→ 1%	-6%	2%	6%	6%	2%	3%	6%	14%	-1%	-2%
> O=C(N/N=C/c1ccccc1OCC(=O)N1CCCC1)C(=O)Nc1ccccc1F
→ 20%	-2%	9.5µM*	-4%	5%	1%	11%	7%	35%	46%	0%
> COc1ccc2c(-c3ccccc3)cc3nnnn3c2c1
→ 2%	-10%	-1%	-1%	-10%	-2%	1%	-9%	-9%	-33%	-14%
> CC(C)c1ccc(N(C(=O)c2snc(C(N)=O)c2N)C(C(=O)NCC2CCCO2)c2ccc(N(C)C)cc2)cc1 (stereo not given)
→ 0%	2%	-1%	-4%	0%	-4%	-11%	-10%	u	-78%	-1%
> Cc1nc(SCc2c(F)cccc2Cl)c2c(=O)n(C)c(=O)n(C)c2n1
→ -1%	16%	u	3%	18%	0%	1%	-12%	-2%	-9%	10%
> CCCCn1c2nc3ccccc3nc2c2c(=N)oc(C)nc21
→ 2%	0%	-1%	-7%	-12%	-4%	-5%	36%[activator]	u	-16%	-1%
> CC(C)(C)OC(=O)N1CCC(CC2CC(c3ccc(Cl)cc3)=NO2)(C(=O)NCC2CCCCC2)CC1 (stereo not given)
→ x	-9%	-12%	12%	2%	11%	9%	-14%	42%	-34%	u
> CC(C)CC1C(C#N)=C(N)OC2=C1C(=O)CC(c1ccccc1)C2 (stereo not given)
→ 10%	-7%	-1%	6%	-6%	-4%	0%	-5%	2%	-1%	-25%
> Cc1c(Br)c(=O)oc2c(Br)c(O)c(O)cc12
→ 7%	-20%	-11%	1%	7%	4%	0%	u	5µM*	-37%	-1%
> NCCCNCCCCNCCCN
→ 2%	-9%&2%	x	-7%[46.1 µM]	-13%	-5%[46.1 µM]	4%	x	17%&17%	6%	u
> O=C(OCC(=O)N1CCc2ccccc21)c1ccc[nH]c1=O
→ -2%	2%	u	11%	1%	-5%	4%	2%	-37%	19%	1%
> O=C(COC(=O)Cc1cccs1)Nc1ccc(F)c(F)c1F
→ -1%	2%	3%	-4%	-2%	-1%	1%	-2%	-8%	0%	-1%
> Cc1c(-c2ccccc2)[n+](=O)c(-c2ccco2)c(C)n1[O-]
→ 2%	8%	0%[2.3 µM]	2%	-2%	0%	1%	8%	-3%	-2%	x
> Cc1cc(C(F)(F)F)nc(CCNC(=O)C2CCC(=O)N(Cc3cccc(F)c3)C2)n1 (stereo not given)
→ 15%	-5%	1%	3%	5%	-1%	1%	-6%	-12%	-2%	0%
> CNC(=O)c1c(NC(=O)CCS(=O)(=O)c2ccc(C)cc2)sc2c1CCN(C(=O)OC)C2
→ 10%	x	0%	0%	x	-8%	13%	x	x	-5%	-9%
> Cc1cc(C)c(C(=O)CSc2nc(C)cc(=O)[nH]2)c(C)c1
→ x	2%	3%	-1%	15%	2%	2%	6%	20%	-31%	2%
> CS(=O)(=O)N(CC(=O)Nc1cc(Cl)ccc1Cl)c1ccccc1
→ -4%	3%	0%	-3%	-5%	-1%	1%	3%	-7%	4%	x
> CC(O)C1C(=O)OC2(C)CC(C)(C)NC(=S)N12 (stereo not given)
→ -13%	1%	1%	-4%	-3%	1%	1%	-1%	-10%	8%	4%
> COC(=O)c1ccccc1NC(=S)N(Cc1ccc2c(c1)OCO2)Cc1cc2ccc(C)cc2[nH]c1=O
→ 0%	-7%	2%	-1%	9%	-4%	-5%	67%[activator]	19%	-19%	-5%
> CCC1Oc2ccc(C)cc2N(CC(=O)NCC2CCCO2)C1=O (stereo not given)
→ -2%	7%	-1%	-2%	23%	-8%	-12%	-3%	-4%	-1%	2%
> COc1ccc(NC(=O)COC(=O)c2cc([N+](=O)[O-])ccc2N2CCOCC2)cc1
→ -5%	-6%	5%	3%	23%	-4%	-8%	u	-10%	-41%	1%
> CCCNC(=O)CCCCn1c(=S)[nH]c2c([nH]c3ccc(OC)cc32)c1=O
→ 2%	-4%	1%	-2%	2%	3%	3%	0%	-2%	-7%	3%
> C=CCNC(=S)N1CCOCC1
→ -1%	-4%	3%	-3%	-3%	-6%	1%	-9%	-4%	2%	-1%
> Cc1cccc(C2=NN(c3ccc(Br)cc3)[C@@H](C(=O)N3CCOC3=O)[C@@H]2c2ccc(Cl)cc2)c1
→ u	-20%[40.7 µM]	x	x	x	x	-2%	x	-15%[40.7 µM]	-24%	4%

The list is partial (hit frequency here may not be typical).
